Assay outcomes (PubChem BioAssay)
STK33 inh: inhibitors of purified STK33 kinase, primary screen, biochemical, ADP-Glo luminescence, homogeneous, cell-free. AID 2661, 2010. Serine/threonine-protein kinase 33 (Homo sapiens), Q9BYT3. 0.073% of 320,000 active. inhibition, % at 10 µM. MBP phosphorylation;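 active = inhibition at or above 25%, using the most active replicate where run in duplicate; inactive = inhibition below 25%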
Target sequence (Q9BYT3 whole entry, looked up): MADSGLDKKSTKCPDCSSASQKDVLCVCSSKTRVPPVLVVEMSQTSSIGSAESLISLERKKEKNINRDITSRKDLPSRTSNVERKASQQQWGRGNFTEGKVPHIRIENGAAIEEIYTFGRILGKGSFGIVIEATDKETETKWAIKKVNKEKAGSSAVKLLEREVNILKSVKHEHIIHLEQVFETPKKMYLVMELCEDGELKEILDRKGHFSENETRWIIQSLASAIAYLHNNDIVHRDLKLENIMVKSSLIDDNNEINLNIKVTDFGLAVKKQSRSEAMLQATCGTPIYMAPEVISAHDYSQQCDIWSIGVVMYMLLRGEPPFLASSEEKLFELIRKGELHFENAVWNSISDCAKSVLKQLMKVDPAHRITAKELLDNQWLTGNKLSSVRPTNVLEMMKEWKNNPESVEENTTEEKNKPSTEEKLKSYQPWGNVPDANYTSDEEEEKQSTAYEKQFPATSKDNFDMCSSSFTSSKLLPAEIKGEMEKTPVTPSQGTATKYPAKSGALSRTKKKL
An asterisk follows results filed as active. Not all compounds are listed; the hit share may differ from the screen's.

The first 4 records, to show the layout:
SMILES | STK33 inh
Cc1ccc(N(C)S(=O)(=O)c2cccc(C(=O)Nc3ccc(N4CCOCC4)cc3)c2)cc1 | -1.0
Cc1cc(Cl)c(C)c(S(=O)(=O)N2CCN(C(=O)C3CCCO3)CC2)c1Cl (stereo not drawn) | 0.2
O=C(Cc1ccsc1)NCC(=O)Nc1ccccc1Br | -0.3
CCn1c(SCC(=O)c2c(N)n(C3CC3)c(=O)[nH]c2=O)nnc1-c1ccccc1OC | -1.1

Main list, from the start:
SMILES | STK33 inh
Cc1ccc(N(C)S(=O)(=O)c2cccc(C(=O)Nc3ccc(N4CCOCC4)cc3)c2)cc1 | -1.0
Cc1cc(Cl)c(C)c(S(=O)(=O)N2CCN(C(=O)C3CCCO3)CC2)c1Cl (stereo not drawn) | 0.2
O=C(Cc1ccsc1)NCC(=O)Nc1ccccc1Br | -0.3
CCn1c(SCC(=O)c2c(N)n(C3CC3)c(=O)[nH]c2=O)nnc1-c1ccccc1OC | -1.1
O=C(Nc1nc(-c2ccccn2)cs1)c1cccc(S(=O)(=O)N2CCOCC2)c1 | -0.1
Cc1ccc(C)c(S(=O)(=O)Nc2ccc(-n3cnnn3)cc2)c1 | 0.3
CCCn1c(N)c(C(=O)CSc2nc(C3CC3)n(-c3ccccc3)n2)c(=O)[nH]c1=O | -1.1
C#CCOCCOCCOCCNc1nc(N2CCN(C(=O)[C@H](CCC(=O)O)n3cc([C@@H](N)CC(N)=O)nn3)CC2)nc(N2CCN(C(=O)[C@H](CCC(=O)O)n3cc([C@@H](N)CC(N)=O)nn3)CC2)n1 | -0.9
CC(C)(C)OC(=O)C[C@@H]1C/C=C\C[C@H](CC(=O)NCCO)C(=O)N[C@H](Cc2ccccc2)COC1=O | -0.9
Cn1cccc1C1CCCN1CC(=O)Nc1c(Cl)cc(Cl)cc1Cl (stereo not drawn) | -0.2
C=CC[C@@H](CC(=O)N(CCO)Cc1ccccc1)C(=O)NCCOC(=O)[C@H](CC=C)CC(=O)OC(C)(C)C | -2.0
O=C(COC(=O)CC1CC2CCC1C2)Nc1ccc(F)cc1Cl (stereo not drawn) | 0.5
COCCN(C(=O)C1CC(=O)N(Cc2ccc(C)cc2)C1)c1c(N)n(CC(C)C)c(=O)[nH]c1=O (stereo not drawn) | -2.3
CN(CC(=O)Nc1cc(Cl)ccc1C#N)C1CCS(=O)(=O)C1 (stereo not drawn) | 1.0
CC(=O)Nc1ccc(S(=O)(=O)N(C)CC(=O)NNC(=O)c2cccs2)cc1 | -0.8
O=C1COc2ccc(C(=O)COC(=O)CNS(=O)(=O)c3cccc(F)c3)cc2N1 | -0.8
O=C(c1cc(C2CC2)nn1-c1ccccc1)N1CCN(S(=O)(=O)c2c(F)cccc2F)CC1 | -2.3
CC(C)N(C(=O)[C@H]1CC(CC(=O)NCCc2ccccn2)C(=O)N2CCc3c([nH]c4ccccc34)[C@]12C)C(C)C (stereo partly drawn) | -0.4
COc1cccc(CNC(=O)CCC(=O)N2CCOCC2)c1 | -1.7
O=C(COC(=O)c1ccc(F)cc1F)NCCC1=CCCCC1 | -2.3
O=C(COC(=O)CNC(=O)c1cccc(OC(F)F)c1)NCc1ccc2c(c1)OCO2 | -1.3
O=C(O)c1cc(S(=O)(=O)NCC2COc3ccccc3O2)ccc1Cl (stereo not drawn) | 0.2
CCOc1ccc2oc(C(=O)OCC(=O)NC3CCCCC3)c(C)c2c1 | -0.2
COc1ccccc1C(=O)NCC(=O)NCCC(c1ccccc1)c1ccccc1 | 0.3
Cn1nc(C(=O)OCC(=O)Nc2ccc(Cl)cc2Cl)c2ccccc2c1=O | 0.7
Going on with the list:
SMILES | STK33 inh
CC(=O)Nc1ccc(S(=O)(=O)NCC(=O)OCC(=O)NCc2ccc3c(c2)OCO3)cc1 | -0.7
O=C(Nc1ccc(Cl)c(S(=O)(=O)N2CCOCC2)c1)C1=NN(c2ccccc2)C(=O)CC1 | 0.9
O=C(COC(=O)CNC(=O)c1ccc([N+](=O)[O-])o1)Nc1ncc(Cl)cc1Cl | 7.8
CCCN1C(=O)CC(=O)N=C1SCC(=O)Nc1ccccc1F | -0.3
CCc1ccc(OCC(=O)OC(C)C(=O)Nc2ccc(Cl)cn2)cc1 (stereo not drawn) | -1.3
Cc1ccc(NC(=O)c2ccccc2OCC(=O)Nc2ccccc2F)cc1S(=O)(=O)N(C)C | 0.1
CCN(CC)S(=O)(=O)c1cc(C(=O)OC(C)C(=O)NCc2ccco2)ccc1C (stereo not drawn) | 3.6
O=C(OCC(=O)c1c[nH]c2ccccc12)c1cc(S(=O)(=O)N2CCOCC2)ccc1F | -0.2
COCc1c(C(=O)Nc2cccc(S(=O)(=O)N3CCCCC3)c2)oc2ccccc12 | 0.6
O=C(NCC1CCCCC1)c1cc(S(=O)(=O)N2CCOCC2)ccc1F | -0.2
CCCCN(C(=O)CSc1nnc(-c2ccc(Cl)cc2)o1)c1c(N)n(CC(C)C)c(=O)[nH]c1=O | 0.8
O=C(C[C@@H]1C/C=C\CCC(=O)O[C@H](c2ccccc2)CNC1=O)N[C@H](CO)Cc1ccccc1 | -1.0
COc1ccc(-c2nn(-c3ccccc3)cc2C(=O)NC(=S)N2CCOCC2)cc1OC | -0.9
CCc1cc(C(=O)N2CCN(S(=O)(=O)c3ccccc3F)CC2)sc1C | -0.7
Cc1ccccc1OCCC(=O)NNC(=O)c1ccccc1F | -0.1
CC(C)(C)OC(=O)C[C@H]1C/C=C\C[C@@H](CC(=O)N[C@@H](CO)Cc2ccccc2)C(=O)NC[C@@H](c2ccccc2)OC1=O | -0.5
COc1ccc(CN(C)C(=O)CCN=C2NS(=O)(=O)c3ccccc32)c(OC)c1 | -1.4
Cc1cc(C(=O)COC(=O)c2ccc(O)cc2O)c(C)n1-c1ccccc1 | -1.0
CC1(CCc2ccccc2)NC(=O)N(CC(=O)Nc2ccc(OC(F)F)cc2)C1=O (stereo not drawn) | -0.1
CCOC(=O)[C@@H](C)N(Cc1ccc(OC)cc1)S(=O)(=O)N(Cc1ccccc1)[C@H](C(=O)OC)C(C)C | 0.2
O=C(CSc1nc2ccccc2c(=O)n1-c1ccccc1Cl)NCC1CCCO1 (stereo not drawn) | -0.4
O=C(NCCC1=CCCCC1)C1CCN(S(=O)(=O)c2cccc(C(F)(F)F)c2)CC1 | 0.2
Cn1c(N)c(C(=O)COC(=O)COc2ccc(Br)cc2)c(=O)n(C)c1=O | 2.6
C[C@H](OC(=O)NCc1ccc(C(F)(F)F)cc1)[C@@H]1O[C@@]2(C)CCC[C@@H]1O2 | 0.1
C[C@H]1CN([C@@H](C)CO)C(=O)c2cc(NC(=O)C3CCCCC3)ccc2O[C@H]1CN(C)Cc1ccc(-c2ccccc2)cc1 | 0.2
Additional entries follow.
SMILES | STK33 inh
COc1ccc(OC)c(-c2csc(NC(=O)COC(=O)C3CC3)n2)c1 | -0.8
CSc1ccc(Cl)c(C(=O)OCC(=O)N2CCN(C(=O)c3ccco3)CC2)c1 | 1.2
CC1Cc2ccccc2N1C(=O)COC(=O)/C=C/c1ccc(F)cc1 (stereo not drawn) | -1.9
O=C(Nc1cccc(S(=O)(=O)N2CCCCCC2)c1)c1cncc(Br)c1 | -0.6
COc1cccc(N2CCN(CC(=O)Nc3ccccc3C(=O)NCCc3ccccc3)CC2)c1 | -0.9
CCN(Cc1ccc2c(c1)OCCO2)C(=O)CSc1nc(C)nc2sc(C)c(C)c12 | -1.7
CC(=O)c1ccc(NC(=O)COC(=O)/C=C/c2cccs2)cc1 | 10
CN1C(=O)N(CC(=O)N2CCN(S(=O)(=O)c3ccc(Cl)s3)CC2)C(=O)C12CCCCC2 | -0.3
Cc1cccc(NC(=O)Nc2ccc(S(=O)(=O)Nc3onc(C)c3C)cc2)c1 | -0.1
O=C(C1CCN(S(=O)(=O)c2ccc(Cl)cc2)CC1)N1CCN(c2ccccn2)CC1 | 3.7
CC(Sc1nnc(-c2ccccc2F)n1C1CC1)C(=O)NCc1ccco1 (stereo not drawn) | -0.7
O=S(=O)(Nc1ccccc1N1CCOCC1)c1ccc(Cl)cc1 | -1.0
O=C1NC[C@H](c2ccccc2)OC(=O)[C@@H](Cc2ccc(F)cc2)C/C=C\C[C@H]1CC(=O)N(CCO)Cc1ccccc1 | -0.1
COc1cc(CCC(=O)OCC(=O)c2ccc[nH]2)cc(OC)c1OC | -2.5
CCc1ccc(C(=O)CN2C(=O)NC3(CCc4ccccc43)C2=O)cc1 (stereo not drawn) | -1.0
COCC(C)n1c(SCC(=O)NC2CCCCC2C)nc2ccccc2c1=O (stereo not drawn) | 1.2
CN(C(=O)COC(=O)Cc1ccc(Cl)cc1)C1CCCCC1 | 1.0
CC(NC(=O)CN1C(=O)NC(c2ccccc2)(c2ccccc2)C1=O)c1cccs1 (stereo not drawn) | 0.4
Cc1cccc(OCCC(=O)NNC(=O)Cn2nc(C)cc2C)c1 | -1.4
Cc1ccccc1C(=O)N1CCC(C(=O)Nc2ccc(S(=O)(=O)N3CCOCC3)cc2)CC1 | -0.9
CCOc1ccc(NC(=O)c2ccc(OCC3CCCO3)cc2)cc1S(=O)(=O)N(CC)CC (stereo not drawn) | 0.2
COc1ccc(NS(=O)(=O)c2cccc(C(=O)OCC(=O)c3c(N)n(C)c(=O)n(C)c3=O)c2)cc1 | -1.2
Cc1ccc(C(=O)OC(C)C(=O)Nc2ccc3c(c2)OCO3)c(O)c1 (stereo not drawn) | 1.7
CN(CC(=O)Nc1ccc(N2CCOCC2)cc1)C(=O)Cc1ccccc1 | -0.2
CC(NC(=O)c1ccc(NC(=O)CC2SC(N3CCCC3)=NC2=O)cc1)c1ccccc1 (stereo not drawn) | -2.0
(next part)
SMILES | STK33 inh
O=C(Nc1ccc(F)cc1F)C1CC(=O)N(Cc2ccccc2)C1 (stereo not drawn) | -1.1
CCCn1c(N)c(C(=O)CN(C)CC(=O)Nc2cccc(F)c2)c(=O)[nH]c1=O | -0.1
C#CCC(NC(=O)c1ccc(C#N)cc1)C(=O)NCCC (stereo not drawn) | 0.0
Cc1cc(NC(=O)c2cc(-c3ccncc3)nc3ccccc23)ccc1Br | -1.8
O=C(c1cc(S(=O)(=O)N2CCOCC2)ccc1Cl)N1CCCCC1CO (stereo not drawn) | 0.7
Cc1ccc(NC(=O)COc2ccc(N(C)C(=O)C(C)(C)C)cc2)cc1S(=O)(=O)N1CCCCC1 | -0.8
N#Cc1ccc(OCC(=O)NCCCn2ccnc2)cc1 | -0.2
N#Cc1ccc(C(=O)NC(=S)N2CCOCC2)cc1 | -0.2
Cc1nnc(SCC(=O)Nc2sc3c(c2C(N)=O)CCC(C)C3)[nH]c1=O (stereo not drawn) | -0.7
COc1cc(C(=O)OCCCc2cc3ccccc3c(=O)o2)cc(OC)c1OC | -1.8
O=C(COC(=O)c1cc(S(=O)(=O)N2CCOCC2)c(Cl)cc1Cl)NC1CC1 | -0.1
CCOC(=O)C1=C(COC(=O)Cc2ccc(OC)c(OC)c2)NC(=O)NC1C (stereo not drawn) | 1.1
CCn1c(C)nc2cc(C(=O)NNC(=O)[C@@H](NC(=O)c3cc(OC)cc(OC)c3)C(C)C)ccc21 | 0.5
O=C(NCc1cccs1)C1CC(=O)N(Cc2ccccc2)C1 (stereo not drawn) | -0.2
COc1ccc(C2=NN(C(=O)COC(=O)c3ccc(S(C)(=O)=O)c([N+](=O)[O-])c3)C(c3ccco3)C2)cc1 (stereo not drawn) | -0.6
COc1ccc(S(=O)(=O)N2CCOCC2)cc1NC(=O)C1CC1 | -1.5
C=CC[C@H](CC(=O)NCCO)C(=O)N[C@H](COC(=O)[C@H](CC=C)CC(=O)OC(C)(C)C)Cc1c[nH]c2ccccc12 | -0.8
C=CCN(C(=O)COC(=O)c1cc[n+]([O-])cc1)c1nc(-c2ccccc2)cs1 | -0.2
COc1ccc(OCCOc2ccc(S(=O)(=O)N3CCCC3)cc2[N+](=O)[O-])cc1 | -0.5
O=C(CCC(=O)c1cccs1)NNC(=O)c1ccccc1Cl | -1.8
Cc1cc(Cl)ccc1OCC(=O)OCC(=O)c1c(N)n(C)c(=O)n(C)c1=O | 1.3
CCC(=O)c1ccc(OCC(=O)OCC(=O)Nc2cccc(S(=O)(=O)N3CCCC3)c2)cc1 | 0.0
CC1CCC(NC(=O)CSc2ccc(S(=O)(=O)N(C)C)cn2)CC1 (stereo not drawn) | 0.4
COc1cccc(C2(C)NC(=O)N(CC(=O)Nc3ccc(N4CCOCC4)cc3)C2=O)c1 (stereo not drawn) | -0.9
CC(C)N1C(=O)C(=O)N(CC(=O)N(C)c2ccccc2)C1=O | -0.9

A draw from above in order of number of heavy atoms, smallest number first:
SMILES | STK33 inh
O=C(CCC(=O)c1cccs1)NNC(=O)c1ccccc1Cl | -1.8
COc1ccc(S(=O)(=O)N2CCOCC2)cc1NC(=O)C1CC1 | -1.5
Cc1cc(Cl)ccc1OCC(=O)OCC(=O)c1c(N)n(C)c(=O)n(C)c1=O | 1.3
C=CC[C@H](CC(=O)NCCO)C(=O)N[C@H](COC(=O)[C@H](CC=C)CC(=O)OC(C)(C)C)Cc1c[nH]c2ccccc12 | -0.8

(listing goes on)
SMILES | STK33 inh
CN(CC(=O)Nc1cccc(F)c1)CC(=O)N1CCCCC1 | 0.8
O=S(=O)(Nc1ccccc1F)c1cccc(NC(=S)NCCN2CCOCC2)c1 | -1.5
O=C(c1ccccc1)c1cccc(C(=O)c2ccccc2)c1 | 1.1
COc1cc(CCCN2CCNC[C@@H]2c2ccccc2)cc(OC)c1OC | 0.1
Clc1ccccn1 | -1.3
CC(=O)Nc1ccc(S(=O)(=O)N[C@@H](C)C(=O)OCC(=O)c2ccc(C)cc2)cc1 | 0.5

4 entries out of the list above, ordered by the number in STK33 inh, smallest number first:
SMILES | STK33 inh
COc1cc(C(=O)OCCCc2cc3ccccc3c(=O)o2)cc(OC)c1OC | -1.8
N#Cc1ccc(C(=O)NC(=S)N2CCOCC2)cc1 | -0.2
C#CCC(NC(=O)c1ccc(C#N)cc1)C(=O)NCCC (stereo not drawn) | 0.0
CC(=O)Nc1ccc(S(=O)(=O)N[C@@H](C)C(=O)OCC(=O)c2ccc(C)cc2)cc1 | 0.5
